# Compound activity from PubChem.
# FUS suppressor: rescues growth of FUS-expressing yeast | Potency, µM (series often up to 76.6 µM), inactives show top-dose growth rescue (activation), most hits filed as activators | S. cerevisiae FUS-expressing, growth rescue, OD600, 24 h | AID 1347120 | 390,000 tested, 0.24% active;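 also: potency is read from the fitted curve at half-maximal effect; plate controls were DMSO vehicle for no effect and reference control for full effect; nearly all actives have a fitted effect of over 55% in size; some results filed as inactive show a strong effect at the top dose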
#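 Yeast expressing FUS under galactose induction, OD 0.005 in 2% galactose medium; compounds in a dilution series, 24 h at 30C. Growth rescue by absorbance at 600 nm; CP55940 positive control, DMSO negative.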
# WRN helicase inh: inhibitors of human WRN helicase | WRN helicase unwinding, fluorescent forked duplex, kinetic | 360,000 tested, 0.46% active | Potency, µM (doses to about 114 µM), for inactives: at the highest dose activity change, negative = inhibition, most hits filed as inhibitors | Q14191 | AID 651768; also: potency is read from the fitted curve at half-maximal effect; % is scaled to controls: 0 for no effect and ±100 for the full control effect; nearly all actives have a fitted effect of over 55% in size
#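 WRN at 20 nM final preincubated with compound 15 min at room temperature; reaction started with 100 nM fluorophore/quencher forked duplex oligonucleotide and 2 mM ATP final. Unwinding followed kinetically by red fluorescence (ex 525, em 598 nm).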
# Abeta rescue: compounds reversing amyloid beta toxicity in yeast. 410,000 tested, 0.063% active. AID 1347071. Potency, µM (highest dose often 46.1 µM), for the others: at the highest dose growth rescue, usual class: activators. yeast expressing A-beta42, growth rescue, OD600, 48 h; response scale: 0% DMSO, 100% iron-clioquinol control; also: potency is read from the fitted curve at half-maximal effect; nearly all actives have a fitted effect of over 55% in size
#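 Yeast A-beta toxicity model in growth medium with pinned compounds, 48 h at 30 C; growth read as absorbance at 600 nm. Normalized to FeCl3/clioquinol equimolar mix (positive) and DMSO (negative).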
# EPAC1 agonist: EPAC1 (human) agonism. O95398. EPAC1 agonist qHTS, biochemical assay; response scale: 100% = response to 6.5 mM cAMP. Potency, µM (titrated, usually from 154 µM), for inactives: at the top dose activation, actives largely listed as activators. 360,000 tested, 0.073% active; also: potency is read from the fitted curve at half-maximal effect; nearly all actives have a fitted effect of over 60% in size
# Target sequence (O95398 whole entry, looked up): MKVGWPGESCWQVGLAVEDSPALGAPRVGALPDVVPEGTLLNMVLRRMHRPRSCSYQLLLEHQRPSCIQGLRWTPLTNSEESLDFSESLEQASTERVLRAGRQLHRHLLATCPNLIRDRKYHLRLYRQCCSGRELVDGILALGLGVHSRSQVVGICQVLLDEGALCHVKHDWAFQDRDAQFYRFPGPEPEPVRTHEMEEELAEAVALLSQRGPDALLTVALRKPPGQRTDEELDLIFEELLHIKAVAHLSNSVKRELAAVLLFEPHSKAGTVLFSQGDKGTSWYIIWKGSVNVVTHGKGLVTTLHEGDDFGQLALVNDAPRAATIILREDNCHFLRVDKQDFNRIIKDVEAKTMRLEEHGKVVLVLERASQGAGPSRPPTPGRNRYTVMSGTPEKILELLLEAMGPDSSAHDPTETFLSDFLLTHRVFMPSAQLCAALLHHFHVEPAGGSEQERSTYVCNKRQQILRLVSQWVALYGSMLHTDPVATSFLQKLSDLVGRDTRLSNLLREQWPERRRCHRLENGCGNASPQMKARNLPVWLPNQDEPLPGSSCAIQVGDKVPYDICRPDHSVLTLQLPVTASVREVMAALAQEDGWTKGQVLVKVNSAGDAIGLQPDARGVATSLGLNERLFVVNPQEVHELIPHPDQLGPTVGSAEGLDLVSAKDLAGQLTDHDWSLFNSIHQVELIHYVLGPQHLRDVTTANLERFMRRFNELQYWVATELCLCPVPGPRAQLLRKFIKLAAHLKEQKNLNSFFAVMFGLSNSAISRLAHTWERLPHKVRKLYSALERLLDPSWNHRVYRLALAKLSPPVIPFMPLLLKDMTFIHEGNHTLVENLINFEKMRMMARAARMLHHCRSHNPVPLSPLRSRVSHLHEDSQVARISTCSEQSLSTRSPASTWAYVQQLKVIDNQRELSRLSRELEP
#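 Multi-concentration qHTS readout: loss of Rap1B-bound BODIPY-GDP fluorescence driven by 100 nM EPAC1 with excess GDP (50 uM), monitored kinetically at room temperature; agonist response expressed relative to 6.5 mM cAMP.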
# IL2 activator: IL-2 activation; activation, % (series mostly up to about 46 µM); 360,000 tested, 0.065% active; IL-2 activation reporter assay, cell-based qHTS; stimulated with anti-CD3/CD4/CD28 beads; in transgenic mouse T cells; in the data active = activation above about 50%; inconclusive = mostly about 30% to 49%; also: 0% is about no effect
#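 Readout: EGFP and DsRed signals by fluorescent plate cytometry. Unstimulated transgenic mouse T cells received compound 60 min before antibody-bead stimulation, then incubated 18 h at 37 degrees C.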
# PLK1 PBD block: PLK1 (human) polo-box domain binding inhibition; Plk1 PBD binding of FITC phosphopeptide, fluorescence polarization; Potency, µM, inactives show max response, negative = inhibition, most hits filed as inhibitors; 360,000 tested, 2.8% active; AID 720504; also: potency is read from the fitted curve at half-maximal effect; series mostly up to about 57 µM; % is scaled to controls: 0 for no effect and ±100 for the full control effect; nearly all actives have a fitted effect of over 65% in size
# aSyn rescue: alpha-synuclein toxicity inhibition in yeast; Yeast expressing alpha-synuclein, growth rescue, BacTiter-Glo, 24 h; Potency, µM (doses to about 46.1 µM), inactives show at the top dose growth rescue (activation), most hits filed as activators; 370,000 tested, 0.14% active; AID 652106; also: potency is read from the fitted curve at half-maximal effect; % of control where 0% means no effect; nearly all actives have a fitted effect of over 65% in size
#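 Readout is rescue of growth in alpha-synuclein-expressing yeast, so inhibitors of toxicity appear as activators. Growth after 24 hr at 30 deg C in galactose medium is quantified by luminescence.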
# PI5P4K alpha inh: blocks human PI5P4K alpha kinase activity. max response, %. 330,000 tested, 1.2% active. AID 652105. PI5P4Kalpha enzyme, ADP-Glo luminescence, 60 min; active compounds read low; active = max response of -50% or lower; inconclusive = between -30% and -50%; inactive = -30% or higher; also: value at the top dose of about 77 µM; % is scaled to controls: 0 for no effect and ±100 for the full control effect
#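 qHTS, 1536-well: enzyme/substrate mix, compound by pin tool, 5 microM ATP final; RT 60 min; ADP-Glo reagents 1 (45 min) then 2 (30 min); luminescence.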
# EPAC1 antagonist: blocks human EPAC1 exchange factor | AID 720709 | O95398 | EPAC1 GEF assay, Rap1b-BODIPY-GDP exchange fluorescence | Potency, µM (doses to about 115 µM), inactives show at the top dose activity change, negative = inhibition, most hits filed as inhibitors | 360,000 tested, 0.14% active;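 also: potency is read from the fitted curve at half-maximal effect; plate controls were vehicle for no effect and positive control for full effect; nearly all actives have a fitted effect of over 50% in size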
# Active calls of the source: *; ? = inconclusive; nt = no result given; [ ] = dose if it differs, or a comment. Unless noted, calls follow the shape of the dose curve; as a rule, active = well fitted curve in the direction sought with a large enough effect; inconclusive = small, poorly fitted or top-dose-only effect, or another doubt; inactive = no such curve, though single readings can be large; an effect the other way counts as inactive or inconclusive.
# Below each SMILES – EPAC1 agonist, IL2 activator, PLK1 PBD block, PI5P4K alpha inh, aSyn rescue, EPAC1 antagonist, WRN helicase inh, FUS suppressor, Abeta rescue
- Cc1ccsc1/C=N/NC(=O)Cc1cc(=O)[nH][nH]1
 : -16%, -1.9, -10%, -6, -1%, 18%, -1%, ?, -8%
- CCN(C)C1CN(Cc2cn(Cc3cccc(C(F)(F)F)c3)nn2)S(=O)(=O)C1 (stereo unspecified)
 : 24%, 0.6, -11%, 2, -2%, -16%, 3%, -14%, -15%
- NS(=O)(=O)c1ccc(CNC(=O)/C=C/c2cccc([N+](=O)[O-])c2)cc1
 : 7%, -2.9, -13%, 2, 0%, -11%, 4%, 13%, -9%
- CCCNC(=O)c1cc(C2CCCN(C(=O)C3CCCCC3)C2)on1 (stereo unspecified)
 : -7%, -0.9, 1%, -4, -7%, 3%, 4%, 8%, 19%
- CN1CCc2c(sc(NC(=O)CS(=O)(=O)c3ccccc3)c2C(N)=O)C1
 : 9%, -0.1, -12%, 4, -3%, -9%, 7%, 10%, -3%
- N#C/C(N)=C(/C#N)N=Cc1cccc(Cl)c1
 : 1%, -1.2, 2%, 3, -15%, -5%, -16%, -13%, 1%
- Cc1ccc(-c2cc3nn(-c4ccccc4)c(N)c3c(=O)o2)cc1
 : 11%, -0.3, -8%, nt, -8%, -8%, 2%, 27%, -18%
- CC(C)c1nc2sc3c(=O)[nH]c(=S)[nH]c3c2c2c1CCCC2
 : 0%, -1.1, 24µM*, -16, 1%, -1%, -9%, -17%, ?
- CCOc1ccc(CN2CCN(S(=O)(=O)c3ccc(NC(C)=O)cc3)CC2)cc1OC
 : 4%, -1.4, 2%, nt, 7%, -10%, -14%, -5%, 6%
- O=C(Oc1ccc(-c2nnco2)cc1)c1cc(S(=O)(=O)N2CCOCC2)ccc1F
 : -5%, -1.1, -23%, 1, 13%, 15%, 4%, -29%, -3%
- COc1ccc(S(=O)(=O)NCCN2CCOCC2)c2ccccc12
 : 9%, 0.4, 0%, nt, -1%, -6%, 3%, 7%, 15%
- Oc1cccc(C2c3[nH]c4ccccc4c3CCN2Cc2ccoc2)c1 (stereo unspecified)
 : 12%, -0.3, -13%, 2, -3%, -6%, -2%, 5%, -11%
- C[C@]1(C(=O)NCCCNc2ncc(C(F)(F)F)cc2Cl)C=C[C@@H](Cc2ccccc2)N1C(=O)c1ccccc1
 : -24%, -0.2, 1%, 12, ?, -24%, -8%, 25µM*, 3%
- CC(=O)c1ccc(NC(=O)NCc2ccc(F)cc2)cc1
 : 0%, -0.9, 10%, 1, -1%, -2%, -9%, 11%, 5%
- NNC(=O)c1cc(Cl)ccc1Cl
 : 3%, 0.4, -6%, 1, 1%, -12%, -19%, 7%, 18%

# Looked up above.
# For Abeta rescue, `Cc1ccc(-c2cc3nn(-c4ccccc4)c(N)c3c(=O)o2)cc1` is listed with -18%
# For FUS suppressor, `N#C/C(N)=C(/C#N)N=Cc1cccc(Cl)c1` is listed with -13%

# The list goes on.
# Below each SMILES – EPAC1 agonist, IL2 activator, PLK1 PBD block, PI5P4K alpha inh, aSyn rescue, EPAC1 antagonist, WRN helicase inh, FUS suppressor, Abeta rescue
- CCOc1ccc(NC(=O)CN2C(=O)CSc3ccc(S(=O)(=O)N4CCOCC4)cc32)cc1
 : 6%, -2.3, -29%, 6, 1%, -17%, -4%, 17%, 15%
- O=C(COc1ccc(F)cc1Br)NCCCN1CCCC1=O
 : 5%, 0.9, -15%, -5, -2%, -1%, 1%, -7%, -4%
- O=C(Oc1ccc[nH]c1=O)c1ccccc1
 : -8%, 2.5, -12%, -20, -15%, 0%, 0%, -11%, 8%
- COc1ccc(C2CCCCCN2Cc2nc3ccccc3c(=O)n2CC(N)=O)cc1 (stereo unspecified)
 : -3%, 0.2, 1%, -7, 7%, 2%, -4%, 10%, 1%
- COCCCNC(=O)C1CCN(S(=O)(=O)c2c(C)noc2/C=C\c2ccc(OC)cc2)CC1
 : 9%, -0.2, -7%, 1, nt, 3%, 2%, 10%, 20%
- Cc1cccc(NC(=O)CSc2n[nH]c(-c3ccncc3)n2)c1
 : 1%, -1.9, -8%, -9, -2%, -10%, 5%, 10%, -9%
- Cc1cc(C)c(NC(=O)/C(C#N)=C/c2ccc(OCc3ccc(F)cc3)cc2)c(C)c1
 : 0%, 3.3, -1%, 2, 4%, 6%, 4%, -3%, 10%
- COc1cccc(CN2CCN(C3CCN(c4ccccc4C)CC3)CC2CCO)c1 (stereo unspecified)
 : -2%, -6.1, -2%, 3, -6%, -12%, -2%, 11%, -23%
- COc1cccc(-c2cnc(C(O)c3ccc(-c4ccccc4)cc3)[nH]2)c1 (stereo unspecified)
 : -17%, 0.0, 3%, 5, -19%, -21%, 3%[57.1 µM], 16%, 11%
- COc1ccc2c(c1)[nH]c1c(=O)n(CCC3=CCCCC3)cnc12
 : 3%, 0.0, -1%, -2, 2%, 10%, 3%, -23%, -5%
- Cc1cc(C)c(S(=O)(=O)c2ccccc2)c(OC(=O)c2ccc(Cl)cc2Cl)n1
 : 12%, -2.6, -20%, -27, -21%, -18%, -6%, 4%, -27%
- CN(C)S(=O)(=O)c1ccc(C(=O)NCCC(=O)N2CCCC2)cc1
 : -5%, 0.5, -22%, 3, 0%, -20%, 4%, -16%, -17%
- C/C(=N\Nc1cccc(Cl)c1)c1ccc(-n2ccnc2)cc1
 : 0%, -2.0, -12%, -10, 16%, -10%, -5%, 7%, -9%
- Cc1ccc(-c2csc(-c3ccncc3)n2)cc1
 : 6%, 0.9, 0%, -3, 9%, -5%, 0%, 12%, -11%
- COC(=O)Cn1cnc2sc(C)c(S(=O)(=O)N3CCC(C)CC3)c2c1=O
 : -2%, -2.6, -11%, 2, -1%, -5%, 2%, 6%, 1%

# An excerpt of these results, comma-delimited:
Structure,EPAC1 agonist,IL2 activator,PLK1 PBD block,PI5P4K alpha inh,aSyn rescue,EPAC1 antagonist,WRN helicase inh,FUS suppressor,Abeta rescue
Cc1cccc(NC(=O)CSc2n[nH]c(-c3ccncc3)n2)c1,1%,-1.9,-8%,-9,-2%,-10%,5%,10%,-9%
Cc1cc(C)c(NC(=O)/C(C#N)=C/c2ccc(OCc3ccc(F)cc3)cc2)c(C)c1,0%,3.3,-1%,2,4%,6%,4%,-3%,10%
COc1cccc(CN2CCN(C3CCN(c4ccccc4C)CC3)CC2CCO)c1 (stereo unspecified),-2%,-6.1,-2%,3,-6%,-12%,-2%,11%,-23%
COc1cccc(-c2cnc(C(O)c3ccc(-c4ccccc4)cc3)[nH]2)c1 (stereo unspecified),-17%,0.0,3%,5,-19%,-21%,3%[57.1 µM],16%,11%
COc1ccc2c(c1)[nH]c1c(=O)n(CCC3=CCCCC3)cnc12,3%,0.0,-1%,-2,2%,10%,3%,-23%,-5%
Cc1cc(C)c(S(=O)(=O)c2ccccc2)c(OC(=O)c2ccc(Cl)cc2Cl)n1,12%,-2.6,-20%,-27,-21%,-18%,-6%,4%,-27%
CN(C)S(=O)(=O)c1ccc(C(=O)NCCC(=O)N2CCCC2)cc1,-5%,0.5,-22%,3,0%,-20%,4%,-16%,-17%
C/C(=N\Nc1cccc(Cl)c1)c1ccc(-n2ccnc2)cc1,0%,-2.0,-12%,-10,16%,-10%,-5%,7%,-9%
Cc1ccc(-c2csc(-c3ccncc3)n2)cc1,6%,0.9,0%,-3,9%,-5%,0%,12%,-11%
COC(=O)Cn1cnc2sc(C)c(S(=O)(=O)N3CCC(C)CC3)c2c1=O,-2%,-2.6,-11%,2,-1%,-5%,2%,6%,1%

# (next part)
# Below each SMILES – EPAC1 agonist, IL2 activator, PLK1 PBD block, PI5P4K alpha inh, aSyn rescue, EPAC1 antagonist, WRN helicase inh, FUS suppressor, Abeta rescue
- Oc1cccc(/C=N/NC(=S)Nc2cccnc2)c1O
 : -7%, -1.6, 0%, -66*, -9%, 11µM*, ?, 18%, -42%[inhibitor]
- CC12CCC3c4ccc(O)cc4CCC3C1CC(O)C2O (stereo unspecified)
 : -19%, 1.2, 3%, 8, 0%, 2%, 7%, -35%, -5%
- CCOC(=O)c1c(NC(=O)CSc2nnnn2-c2ccccc2)sc2c1CC(C)(C)NC2(C)C
 : 3%, -3.8, -11%, 1, 1%, -4%, 6%, 30%, 2%
- O=C(Nc1ccc([N+](=O)[O-])cc1)Nc1ccc(OC(F)F)c(Cl)c1
 : -5%, -3.0, 3%, 0, -9%, 1%, -9%, nt, -2%
- O=[N+]([O-])c1ccc(-n2ccnc2)cc1
 : 5%, -2.5, -2%, 1, 4%, 5%, -6%, -20%, 4%
- COC(=O)c1cc(=O)nc2sc(-c3ccccc3)nn12
 : 2%, -2.6, -3%, nt, -9%, 1%, 17%, 28%, -18%
- CCOC(=O)N1CCN(C(=O)c2cc(C)no2)CC1
 : 1%, -1.2, -15%, 6, 0%, ?, 9%, -4%, 2%
- Cc1ccc(C(CCN)c2ccco2)cc1 (stereo unspecified)
 : -10%, 1.5, -5%, 5, 10%, -18%, -19%, 23%, 5%
- COC(=O)c1c(NC(=O)CCN2CCOCC2)sc2c1CCCC2
 : -3%, -2.8, -7%, 5, -1%, -5%, -4%, -10%, -11%
- CCOC(=O)C1CCN(C(=O)c2[nH]c3ccc(OC)cc3c2C)CC1
 : 1%, -0.4, 5%, 2, 10%, -26%, -7%, 11%, -6%
- CCN(CC(=O)Nc1ccccc1OC)CC(=O)Nc1ccccc1-c1ccccc1
 : -1%, 0.0, -6%, 1, -3%, -6%, ?, 16%, -2%
- O=S(=O)(Nc1cccc(-n2cnnn2)c1)c1ccccc1
 : 9%, 0.5, -1%, 1, 3%, -5%, -5%, -19%, 7%
- C=CCOc1ccc(/C=C/C(=O)OCC(=O)NCCCc2ccccc2)cc1
 : -14%, 0.7, 5%, 6, -5%, -22%, -1%, 4%, 5%
